SENP8 block-1: blocks the human protease SENP8. Q96LD8. purified SENP8, Z-RLRGG-aminoluciferin cleavage, luminescence. inhibition, % at 10 µM. actives 1.2% (n = 330,000). AID 2540; in the data active = inhibition above about 50%
Target sequence (Q96LD8 whole entry, looked up): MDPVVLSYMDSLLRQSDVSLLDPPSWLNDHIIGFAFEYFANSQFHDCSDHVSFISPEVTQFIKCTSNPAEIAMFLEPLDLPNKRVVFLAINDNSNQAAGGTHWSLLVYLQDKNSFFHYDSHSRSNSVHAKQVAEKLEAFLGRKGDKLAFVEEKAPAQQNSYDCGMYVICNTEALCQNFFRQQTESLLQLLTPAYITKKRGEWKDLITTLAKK
SENP6 block: blocks the human protease SENP6 | Recombinant SENP6 catalytic domain, aminoluciferin luminescence | inhibition, % at 10 µM | actives 1.8% (n = 330,000) | AID 2599;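 active = inhibition above about 50% at the single tested dose, limit read from the data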;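 note: plate controls were DMSO wells with enzyme for no effect and DMSO wells lacking enzyme for full effect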
Apaf-1 inh: inhibitors of human Apaf-1 apoptosome | reconstituted apoptosome caspase-3 activity, DEVD-Rh110 fluorescence | O14727 | actives 0.71% (n = 330,000) | inhibition, % at 20 µM; active = inhibition of at least 40% at 20 µM;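 note: plate controls were DMSO wells for no effect and DEVD-CHO caspase inhibitor wells for full effect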
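detection = Rh110 fluorescence intensity | test system = biochemical Apaf-1 apoptosome reconstitution | also added = cytochrome c and DEVD-Rh110 substrate | schedule = 30 min plus 50 min, RT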
SENP8 block-2: inhibitors of human SENP8 protease | actives 0.64% (n = 360,000) | inhibition, % at 20 µM | recombinant SENP8, Nedd8 substrate fluorescence | Q96LD8 | AID 602440; in the data active = inhibition mostly above about 40%, no sharp cut-off; inactive = mostly below about 27%
SENP1 inh: SENP1 (human) catalytic domain inhibition; inhibition, % at 10 µM; actives 0.21% (n = 360,000); recombinant SENP1 catalytic domain, CyPet-SUMO1-YPet FRET cleavage; AID 624204;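 active = inhibition at least 30% at 10 µM, raw YFP signal under a set limit, fluorescence ratio 0.5 to 1.5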;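 note: 0% = enzyme with DMSO and 100% = no enzyme wells; some results filed as inactive read as strong as hits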
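Test system: hSENP1 catalytic domain, recombinant; Amount: 20 pM final SENP1 enzyme; Medium: Tris pH 8 buffer plus EDTA, NaCl, BME, BSA, NP40, catalase; Schedule: 50 min enzyme reaction, room temperature, light-protected; Technique: FRET fluorescence in CFP and YFP emission channels; Controls: no-enzyme wells low, DMSO-plus-enzyme wells high control.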
SENP7 block: inhibitors of human SENP7 protease; Q9BQF6; recombinant SENP7, Z-RLRGG-aminoluciferin luminescence, 40 min; inhibition, % at 5 µM; actives 1.5% (n = 330,000); AID 434973;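 active = inhibition above about 50% at the single test dose, limit read from the data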;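 note: plate controls were DMSO with enzyme for no effect and no enzyme buffer wells for full effect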
HKDC1 inhibitor: HKDC1 (human) hexokinase inhibition | Q2TB90 | recombinant HKDC1, G6PDH/diaphorase resazurin coupled fluorescence | inhibition, % at 20 µM | AID 493160 | actives 0.16% (n = 340,000);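 active = inhibition above about 35% when tested at 20 µM, limit read from the data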;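 note: plate controls were DMSO wells with enzyme for no effect and DMSO wells lacking enzyme for full effect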
Target sequence (Q2TB90 whole entry, looked up): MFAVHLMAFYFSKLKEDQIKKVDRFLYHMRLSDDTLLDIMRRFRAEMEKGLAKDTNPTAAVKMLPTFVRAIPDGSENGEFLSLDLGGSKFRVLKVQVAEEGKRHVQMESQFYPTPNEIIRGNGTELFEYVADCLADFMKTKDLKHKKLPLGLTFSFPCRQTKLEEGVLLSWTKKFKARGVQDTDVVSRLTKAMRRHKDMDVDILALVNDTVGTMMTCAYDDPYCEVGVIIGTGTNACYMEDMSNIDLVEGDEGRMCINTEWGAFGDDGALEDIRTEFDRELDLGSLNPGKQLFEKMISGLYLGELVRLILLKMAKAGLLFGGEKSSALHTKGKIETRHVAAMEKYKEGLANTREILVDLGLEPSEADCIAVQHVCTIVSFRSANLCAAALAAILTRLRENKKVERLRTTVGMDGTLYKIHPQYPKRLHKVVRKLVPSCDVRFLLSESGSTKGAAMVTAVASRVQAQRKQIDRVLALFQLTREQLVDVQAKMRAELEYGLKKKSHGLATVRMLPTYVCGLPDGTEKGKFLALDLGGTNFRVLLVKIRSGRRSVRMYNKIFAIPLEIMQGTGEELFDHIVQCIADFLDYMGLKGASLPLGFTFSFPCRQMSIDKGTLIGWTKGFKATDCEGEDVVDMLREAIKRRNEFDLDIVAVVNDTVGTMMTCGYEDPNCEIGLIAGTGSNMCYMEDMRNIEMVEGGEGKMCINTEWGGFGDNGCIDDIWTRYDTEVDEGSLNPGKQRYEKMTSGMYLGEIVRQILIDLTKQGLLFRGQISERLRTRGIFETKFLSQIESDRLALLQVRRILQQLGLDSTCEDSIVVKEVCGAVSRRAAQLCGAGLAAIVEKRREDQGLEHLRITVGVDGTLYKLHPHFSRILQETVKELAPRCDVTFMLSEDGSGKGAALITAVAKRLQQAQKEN
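Incubation: 90 min at room temperature in dark / Material: recombinant HKDC1 (HK5) hexokinase enzyme, produced in-house / Quantity: enzyme 5 µg/mL final / Compound: one dose of 20 µM, 1% DMSO / Reagent: glucose and ATP substrates / Buffer or medium: Tris pH 8.0 buffer with MgCl2, Tween-20, BSA, BME / Technique: resorufin fluorescence at 613 nm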
PfG6PD inh: PfG6PD (Plasmodium falciparum) enzyme inhibition; inhibition, % at 20 µM; PfGluPho enzyme, NADPH resazurin-diaphorase fluorescence; actives 0.78% (n = 350,000);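 active = inhibition reaching at least a set limit at 20 µM in the primary screen, cut at about 59% in these data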;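 note: 0% = DMSO wells with substrate and 100% = DMSO wells lacking glucose-6-phosphate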
Starred values were filed as active, the others as inactive.

COc1ccc(NC(=O)CCNC(=O)c2ccco2)c(OC)c1 was read as SENP8 block-1 5.1, SENP6 block -5.4, Apaf-1 inh 10.4, SENP8 block-2 14.9, SENP1 inh -2.5, SENP7 block 1.1, HKDC1 inhibitor -4.4 and PfG6PD inh 0.3.
COc1ccc2cc(C(c3nnnn3Cc3ccccc3)N3CCCCCC3)c(=O)[nH]c2c1 (stereo not drawn) was read as SENP8 block-1 12.7, SENP6 block 2.0, Apaf-1 inh 10.4, SENP8 block-2 -202.6, SENP1 inh -97.7, SENP7 block 1.6, HKDC1 inhibitor 0.5 and PfG6PD inh 18.5.
Screening COCCc1nc2ccc(C(=O)N3CCCC(CCCO)C3)cc2o1 (stereo not drawn) returned SENP8 block-1 4.7, SENP6 block 5.9, Apaf-1 inh -18.7, SENP8 block-2 12.7, SENP1 inh 2.8, SENP7 block 5.7, HKDC1 inhibitor -3.4 and PfG6PD inh 8.9.
For COc1cccc(/C=C/C(=O)N(C)CC(=O)Nc2ccc(Cl)c(C(F)(F)F)c2)c1 the results were SENP8 block-1 -5.5, SENP6 block -5.3, Apaf-1 inh 10.7, SENP8 block-2 -24.1, SENP1 inh 0.8, SENP7 block 1.8, HKDC1 inhibitor 4.8 and PfG6PD inh 6.2.
For CNC[C@H](CC1CCCCC1)NC[C@H](Cc1ccccc1)NCCC12CC3CC(CC(C3)C1)C2 the results were SENP8 block-1 6.6, SENP6 block -25.0, Apaf-1 inh 73.6*, SENP8 block-2 5.5, SENP1 inh 0.4, SENP7 block -2.0, HKDC1 inhibitor -5.5 and PfG6PD inh -1.6.
Screening CCn1c(=O)c(=O)n(CC)c2cc(S(=O)(=O)Nc3ccc(C)cc3)ccc21 returned SENP8 block-1 0.1, SENP6 block 3.9, Apaf-1 inh -8.6, SENP8 block-2 3.2, SENP1 inh -0.2, SENP7 block 1.0, HKDC1 inhibitor -3.5 and PfG6PD inh -8.1.
Screening O=C(c1cccc(N2CCCC2=O)c1)N1CCN(c2ccc(F)cc2)CC1 returned SENP8 block-1 10.5, SENP6 block -1.5, Apaf-1 inh 3.1, SENP8 block-2 6.9, SENP1 inh 2.5, SENP7 block -3.7, HKDC1 inhibitor 7.1 and PfG6PD inh -27.1.
Screening CCc1cc(C(=O)N=Nc2c(O)[nH]c3c(Br)cc(Br)cc23)c2ccccc2n1 returned SENP8 block-1 -1.2, SENP6 block 0.3, Apaf-1 inh 8.7, SENP8 block-2 27.0, SENP1 inh 5.2, SENP7 block -0.1, HKDC1 inhibitor 0.3 and PfG6PD inh -16.1.
O=C(C[C@@H]1C/C=C\C[C@H](NC(=O)OCC2c3ccccc3-c3ccccc32)C(=O)O[C@H](c2ccccc2)CNC1=O)NCCO was read as SENP8 block-1 -9.4, SENP6 block -7.1, Apaf-1 inh 31.7, SENP8 block-2 -1.1, SENP1 inh -4.5, SENP7 block -6.1, HKDC1 inhibitor -7.8 and PfG6PD inh 5.7.
Screening CCOC(=O)C1(Cc2cccc(Cl)c2)CCCN(C(=O)c2cnn(CC)c2)C1 (stereo not drawn) returned SENP8 block-1 -4.5, SENP6 block -1.6, Apaf-1 inh 1.7, SENP8 block-2 6.1, SENP1 inh 3.3, SENP7 block -9.1, HKDC1 inhibitor -5.2 and PfG6PD inh -12.7.

By substructure: the entries above with a halogen (four)
For COc1cccc(/C=C/C(=O)N(C)CC(=O)Nc2ccc(Cl)c(C(F)(F)F)c2)c1 the results were SENP8 block-1 -5.5, SENP6 block -5.3, Apaf-1 inh 10.7, SENP8 block-2 -24.1, SENP1 inh 0.8, SENP7 block 1.8, HKDC1 inhibitor 4.8 and PfG6PD inh 6.2.
Screening O=C(c1cccc(N2CCCC2=O)c1)N1CCN(c2ccc(F)cc2)CC1 returned SENP8 block-1 10.5, SENP6 block -1.5, Apaf-1 inh 3.1, SENP8 block-2 6.9, SENP1 inh 2.5, SENP7 block -3.7, HKDC1 inhibitor 7.1 and PfG6PD inh -27.1.
Screening CCc1cc(C(=O)N=Nc2c(O)[nH]c3c(Br)cc(Br)cc23)c2ccccc2n1 returned SENP8 block-1 -1.2, SENP6 block 0.3, Apaf-1 inh 8.7, SENP8 block-2 27.0, SENP1 inh 5.2, SENP7 block -0.1, HKDC1 inhibitor 0.3 and PfG6PD inh -16.1.
Screening CCOC(=O)C1(Cc2cccc(Cl)c2)CCCN(C(=O)c2cnn(CC)c2)C1 (stereo not drawn) returned SENP8 block-1 -4.5, SENP6 block -1.6, Apaf-1 inh 1.7, SENP8 block-2 6.1, SENP1 inh 3.3, SENP7 block -9.1, HKDC1 inhibitor -5.2 and PfG6PD inh -12.7.

Continued.
For CC(C)CN(C(=O)COC(=O)/C=C/c1ccc(Cl)c(Cl)c1)c1c(N)n(Cc2ccccc2)c(=O)[nH]c1=O the results were SENP8 block-1 -6.1, SENP6 block -7.3, Apaf-1 inh 5.3, SENP8 block-2 0.9, SENP1 inh -0.9, SENP7 block -1.9, HKDC1 inhibitor -8.2 and PfG6PD inh -10.5.
Screening OCC1(Cc2ccccc2)CCN(Cc2cccc(F)c2F)CC1 returned SENP8 block-1 -1.9, SENP6 block -0.6, Apaf-1 inh -6.8, SENP8 block-2 13.8, SENP1 inh 0.9, SENP7 block 1.2, HKDC1 inhibitor -0.8 and PfG6PD inh 8.0.
COc1cccc(C2=NOC(C(=O)NCc3ccc(F)cc3)C2)c1 (stereo not drawn) was read as SENP8 block-1 -6.3, SENP6 block -15.0, Apaf-1 inh 0.9, SENP8 block-2 19.5, SENP1 inh 0.8, SENP7 block -8.2, HKDC1 inhibitor -5.5 and PfG6PD inh -2.4.
`Cc1ccc(S(=O)(=O)N(C)C)cc1NC(=O)Nc1c(-c2ccccc2)noc1C` gave SENP8 block-1 3.2, SENP6 block 4.7, Apaf-1 inh -13.6, SENP8 block-2 8.3, SENP1 inh -0.5, SENP7 block 11.3, HKDC1 inhibitor -1.4 and PfG6PD inh 6.4.
CC(C)c1ccc(S(=O)(=O)Nc2ccc(N3CCOCC3)cc2)cc1 was read as SENP8 block-1 6.3, SENP6 block -1.5, Apaf-1 inh 9.4, SENP8 block-2 8.5, SENP1 inh 2.6, SENP7 block 8.0, HKDC1 inhibitor 2.3 and PfG6PD inh 15.4.
For O=C(c1ccccc1)c1ccc(OCCOCCN2CCN(Cc3ccccc3)CC2)cc1 the results were SENP8 block-1 -6.8, SENP6 block 19.2, Apaf-1 inh 1.2, SENP8 block-2 19.5, SENP1 inh -0.5, SENP7 block 0.1, HKDC1 inhibitor -0.8 and PfG6PD inh -7.4.
For COc1ccccc1C(=O)COC(=O)c1ccc(Cl)nc1 the results were SENP8 block-1 -15.5, SENP6 block 1.0, Apaf-1 inh 15.3, SENP8 block-2 -7.4, SENP1 inh 2.1, SENP7 block -14.4, HKDC1 inhibitor -4.5 and PfG6PD inh 3.2.
CCCCN1C(=O)Nc2ccccc2S1=O (stereo not drawn) was read as SENP8 block-1 -1.3, SENP6 block 3.5, Apaf-1 inh 5.3, SENP8 block-2 22.6, SENP1 inh 2.8, SENP7 block -3.8, HKDC1 inhibitor 2.2 and PfG6PD inh -3.5.
`CCN(CC(=O)NCc1cccs1)C(=O)c1ccc(OC)c(S(=O)(=O)N2CCOCC2)c1` gave SENP8 block-1 -9.3, SENP6 block 3.0, Apaf-1 inh 5.1, SENP8 block-2 2.7, SENP1 inh -2.8, SENP7 block -2.4, HKDC1 inhibitor 0.7 and PfG6PD inh -7.3.
`O=C(CNC(=O)c1cccs1)N=Nc1c(O)[nH]c2ccc([N+](=O)[O-])cc12` gave SENP8 block-1 8.3, SENP6 block 8.7, Apaf-1 inh 4.5, SENP8 block-2 27.7, SENP1 inh 1.6, SENP7 block 3.0, HKDC1 inhibitor 3.5 and PfG6PD inh -17.8.
CCOc1ccc(-n2c(C)nc3cc(C(=O)NCCN4CCOCC4)ccc32)cc1 was read as SENP8 block-1 -2.1, SENP6 block -0.3, Apaf-1 inh 5.0, SENP8 block-2 10.6, SENP1 inh 1.0, SENP7 block 6.2, HKDC1 inhibitor -7.8 and PfG6PD inh 11.0.
Screening CN(CCCn1cnc2c(OCc3ccccc3)ncnc21)CCc1ccccn1 returned SENP8 block-2 -3.5, SENP1 inh -1.3, HKDC1 inhibitor -6.2 and PfG6PD inh -6.9.
`O=C(CN1CCN(C(=O)c2ccccc2)CC1)NC(=O)NCCC1=CCCCC1` gave SENP8 block-1 -12.5, SENP6 block -4.5, Apaf-1 inh 9.3, SENP8 block-2 17.2, SENP1 inh -1.7, SENP7 block 0.8, HKDC1 inhibitor 11.0 and PfG6PD inh -9.4.
`C/C(=N\NC(=O)Cn1cc([N+](=O)[O-])cn1)c1ccc(O)cc1` gave SENP8 block-1 -6.8, SENP6 block -16.4, Apaf-1 inh -24.6, SENP8 block-2 5.4, SENP1 inh 3.0, SENP7 block -0.1, HKDC1 inhibitor -4.4 and PfG6PD inh -1.6.
Screening O=C(NN=C1CCC(c2ccccc2)CC1)c1cc2c(s1)CCCC2 (stereo not drawn) returned SENP8 block-1 -5.2, SENP6 block -34.6, Apaf-1 inh 15.7, SENP8 block-2 13.7, SENP1 inh 0.4, SENP7 block 8.7, HKDC1 inhibitor -5.5 and PfG6PD inh -12.1.
For CN(C)S(=O)(=O)c1cccc(-n2sc3ccccc3c2=O)c1 the results were SENP8 block-1 -10.6, SENP6 block -5.2, Apaf-1 inh -2.4, SENP8 block-2 10.5, SENP1 inh -0.3, SENP7 block -8.5, HKDC1 inhibitor 3.8 and PfG6PD inh 114.8*.
Screening CCOC(=O)C1CCCN(c2cc(C)nc3cc(-c4ccc(Cl)cc4)nn23)C1 (stereo not drawn) returned SENP8 block-1 -3.9, SENP6 block 0.8, Apaf-1 inh 27.1, SENP8 block-2 -261.2, SENP1 inh -65.9, SENP7 block -9.3, HKDC1 inhibitor -1.4 and PfG6PD inh 21.5.
Screening O=C(COC(=O)c1ccc(O)cc1O)Nc1ncc(Cl)cc1Cl returned SENP8 block-1 16.2, SENP6 block 10.7, Apaf-1 inh -1.3, SENP8 block-2 6.3, SENP1 inh -0.3, SENP7 block -4.7, HKDC1 inhibitor 0.9 and PfG6PD inh -4.4.
Screening COc1ccc(/C=C(\C#N)C(=O)NCc2ccccc2)cc1 returned SENP8 block-1 -7.2, SENP6 block -1.4, Apaf-1 inh 12.5, SENP8 block-2 -296.0, SENP1 inh 0.3, SENP7 block 3.9, HKDC1 inhibitor 1.6 and PfG6PD inh 6.1.
For CC(=O)N1N=C(c2ccco2)CC1c1cc2ccc(C)cc2nc1Cl (stereo not drawn) the results were SENP8 block-1 -5.5, SENP6 block -13.1, Apaf-1 inh -2.3, SENP8 block-2 8.4, SENP1 inh 0.7, SENP7 block -3.6, HKDC1 inhibitor -0.6 and PfG6PD inh 7.4.
`COc1ccc(CCn2c(C)cc3c(c2=O)C(c2ccncc2)C(C#N)=C(N)O3)cc1OC` (stereo not drawn) gave SENP8 block-2 9.7, SENP1 inh -3.8, HKDC1 inhibitor -6.9 and PfG6PD inh 4.1.
Screening O=C(c1ccco1)N1CCc2ccccc21 returned SENP8 block-1 15.5, SENP6 block 45.3, Apaf-1 inh -9.5, SENP8 block-2 8.6, SENP1 inh 0.9, SENP7 block 33.6, HKDC1 inhibitor 0.8 and PfG6PD inh 14.2.
COc1ccc(-c2nn3c(-c4ccccc4)nnc3s2)cc1 was read as SENP8 block-1 4.2, SENP6 block 4.5, Apaf-1 inh 10.9, SENP8 block-2 15.7, SENP1 inh 2.3, SENP7 block -3.6, HKDC1 inhibitor -0.5 and PfG6PD inh 20.6.

High-throughput results (PubChem)
